Assay outcomes (PubChem)
FUS suppressor: rescues growth of FUS-expressing yeast | AID 1347120 | S. cerevisiae FUS-expressing, growth rescue, OD600, 24 h | Potency, µM (highest dose often 76.6 µM), for the others: at the highest dose growth rescue (activation), usual class: activators | 390,000 tested, 0.24% active;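 also: plate controls were DMSO vehicle for no effect and reference control for full effect; nearly all actives have a fitted effect of over 55% in size; some results filed as inactive show a strong effect at the top dose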
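Quantitative HTS measuring growth restoration of FUS-toxic yeast. Galactose-induced cells (OD 0.005) were exposed 24hr at 30C to compounds at several concentrations, then absorbance at 600 nm was recorded.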
Abeta yeast res: A-beta toxicity reversal in yeast | yeast expressing A-beta42, growth rescue, OD600, 48 h; response scale: 0% DMSO, 100% iron-clioquinol control | Potency, µM (titrated, usually from 46.1 µM), for the others: at the highest dose growth rescue, hits mostly activators | 410,000 tested, 0.063% active; also: nearly all actives have a fitted effect of over 55% in size
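Yeast growth medium received pinned compounds, then yeast cells expressing toxic A-beta were added; plates incubated at 30 C for 48 hr. Growth read as absorbance at 600 nm, normalized to DMSO and equimolar FeCl3 plus clioquinol controls.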
Numbers without * were called inactive; ? = inconclusive; [ ] = another dose, or the depositor's remark. Calls follow the shape of the dose curve; as a rule, active = well fitted activation curve with a large enough effect; inconclusive = small, poorly fitted or top-dose-only effect; inactive = no such curve, though single readings can be large or run the other way. Potency is read from the fitted curve at half-maximal effect. This is a subset. The share of hits here may be higher or lower than overall.

SMILES | FUS suppressor | Abeta yeast res
CCOC(=O)c1cccc(NC(=O)CCCn2nc(C)c3c(C)n(-c4ccccc4)nc3c2=O)c1 | 14% | 4%
Cc1ccc2c(=O)cc(C(=O)Nc3nnc(C)s3)oc2c1 | 18% | -18%
Cc1c(C(=O)Nc2cccc(-c3nc4ccccc4s3)c2)oc2ccccc12 | 4% | -18%
CCc1ccccc1NC(=O)c1cc(S(=O)(=O)N2CCCc3ccccc32)ccc1F | ? | ?
COc1cc(NC(=O)CN2CCN(c3ccc(F)cc3)CC2)cc(OC)c1 | 25% | -13%
O=C(Nc1ccc2oc(-c3cccc(Cl)c3Cl)nc2c1)c1cccc(Br)c1 | 2% | -5%
COc1ccc(Br)c2c1-c1nc(NC(=O)c3ccc(F)cc3)sc1C2 | 42% | -15%
CCN1CCC(N(Cc2ccc(F)cc2)C(=O)Nc2cccc(C(F)(F)F)c2)CC1 | 1% | -9%
COc1ccc(CCNc2ncnc3c2cnn3-c2cc(Cl)ccc2C)cc1 | 37% | -31%
COc1cc(C(=O)NCCc2sc(-c3cccc(F)c3)nc2C)cc(OC)c1OC | -18% | -4%

4 entries from above, set out differently:
compound	FUS suppressor	Abeta yeast res
O=C(Nc1ccc2oc(-c3cccc(Cl)c3Cl)nc2c1)c1cccc(Br)c1	2%	-5%
COc1ccc(Br)c2c1-c1nc(NC(=O)c3ccc(F)cc3)sc1C2	42%	-15%
CCN1CCC(N(Cc2ccc(F)cc2)C(=O)Nc2cccc(C(F)(F)F)c2)CC1	1%	-9%
COc1ccc(CCNc2ncnc3c2cnn3-c2cc(Cl)ccc2C)cc1	37%	-31%

Filtered by structure, those above containing bromine.
SMILES | FUS suppressor | Abeta yeast res
O=C(Nc1ccc2oc(-c3cccc(Cl)c3Cl)nc2c1)c1cccc(Br)c1 | 2% | -5%
COc1ccc(Br)c2c1-c1nc(NC(=O)c3ccc(F)cc3)sc1C2 | 42% | -15%

The list continues.
SMILES | FUS suppressor | Abeta yeast res
CCc1ccccc1NC(=O)Cc1ccc(NC(=O)N2CCCCc3ccccc32)cc1 | ? | -2%
CCc1ccc(NC(=O)Cn2nc(SC)c(S(=O)(=O)c3ccc(OC)cc3)c2N)cc1 | 12% | -13%
COc1ccc(NC(=O)CC2C(=O)N(c3ccc(C)cc3)C(=O)N2Cc2ccc(C)cc2)cc1 (stereo not drawn) | 14% | -19%
CCOCCCNC(=O)c1cc2c(=O)n(C)c3ccccc3c2n1C | -7% | -6%
COc1ccc(CCNC(=O)C(=O)NCC(c2cccnc2)N2CCN(c3ccccc3)CC2)cc1 (stereo not drawn) | 1% | 2%
Cc1ccc(-c2nc(Cn3c(SCc4ccc(F)cc4)nc4cccnc43)c(C)o2)cc1 | 8% | 15%
CC(C)(C)OC(=O)N1CCC(c2c(C(=O)N3CCOCC3)cnn2-c2ccccc2Cl)CC1 | -7% | 19%
CCOC(=O)Cn1c(=O)c2c(nc(N3CCOCC3)n2Cc2ccccc2)n(C)c1=O | 23% | -18%
CN(C)c1ccc(/C=C/c2nc(-c3ccccc3O)n(-c3ccccc3)n2)cc1 | 45% | -19%
COc1ccc(NC(=O)c2cnn(-c3ccc(C)c(C)c3)c2C2CCNCC2)cc1OC | 6% | -6%
COc1cccc2c1Oc1ncccc1N(C(=O)Nc1cccc(Cl)c1)C2 | 17% | -13%
Cc1ccc(-n2c(=O)c3ccc(C(=O)NCc4ccco4)cc3n(Cc3ccccc3Cl)c2=O)cc1 | -11% | -18%
Cc1cccc(N2CCN(C(=O)C3CCN(S(=O)(=O)c4cccs4)CC3)CC2)c1C | 19% | -9%
COc1cc(NC(=O)C(Cc2ccccc2)NS(=O)(=O)c2cccc3nsnc23)cc(OC)c1 (stereo not drawn) | 40% | -1%
Cc1cc(C)c(NC(=O)CN2C(=O)CCn3nc(-c4cccn4C)cc32)c(C)c1 | 20% | -9%
COc1ccc(CC(=O)NCCc2csc(-c3ccc(Cl)cc3)n2)cc1 | 6% | 2%
Cc1nn(CC(=O)Nc2cccc(C(F)(F)F)c2)c(=O)c2nn(-c3ccccc3)c(C)c12 | 26% | -29%
O=S(=O)(c1ccc(Cl)cc1)c1nnn2c1nc(NCc1ccc3c(c1)OCO3)c1sccc12 | -7% | -7%
Cc1ccc(CNc2ncccc2-c2nc(-c3ccc(Cl)cc3)no2)cc1 | 3% | -15%
COc1ccc(-c2nsc(NC(=O)COc3ccc(C)c(C)c3)n2)cc1 | 9% | -10%

Compounds shown so far containing a furan ring, fused or not:
SMILES | FUS suppressor | Abeta yeast res
Cc1c(C(=O)Nc2cccc(-c3nc4ccccc4s3)c2)oc2ccccc12 | 4% | -18%
Cc1ccc(-n2c(=O)c3ccc(C(=O)NCc4ccco4)cc3n(Cc3ccccc3Cl)c2=O)cc1 | -11% | -18%

Continued:
SMILES | FUS suppressor | Abeta yeast res
O=C(Cn1ccc2cc(S(=O)(=O)N3CCCC3)ccc21)NCc1ccccc1Cl | -14% | 8%
CCCCN(CC)CCNC(=O)CCn1cnc2onc(-c3ccc(F)cc3)c2c1=O | 4% | -1%
CCOC(=O)c1ccc(NC(=O)CSc2nnc(-c3ccncc3)n2-c2ccccc2)cc1 | -19% | -13%
Cc1ccc(NC(=O)Cn2nc3c(cc2=O)CCCC3)cc1Cl | -8% | -32%[inhibitor]
COc1ccc(NC(=O)CCCc2nnc3n(CCC(C)C)c(=O)c4sccc4n23)cc1Cl | -8% | -9%
CCS(=O)(=O)c1nc2ccccc2n1CC(=O)Nc1ccccc1C(=O)OC | 0% | -12%
O=c1nc2sc3ccccc3n2c(=O)n1-c1ccc(Cl)c(Cl)c1 | -25% | -7%
Cc1ccc(S(=O)(=O)CCC(=O)N2CCN(c3nc4c(C)c(C)ccc4s3)CC2)cc1 | 2% | -8%
Cc1nn2c(=O)cc(COC(=O)c3ccc(NC(=O)COc4ccc(C)c(C)c4)cc3)nc2s1 | -9% | -16%
Cc1ccc(-c2nc3nc(C)cc(N4CCN(c5cccc(C)c5C)CC4)n3n2)cc1 | -29% | -18%
Cc1nn(-c2ccccc2)c2c1cc1c(=O)[nH]c(=O)nc-1n2-c1cccc(Cl)c1 | -23% | 9%
COc1ccc(CCNC(=O)CCc2c(C)nc3cc(-c4ccccc4)nn3c2C)cc1OC | -15% | -9%
COc1cccc(C(c2c(O)cc(C)n(Cc3ccco3)c2=O)N2CCN(c3ccccc3)CC2)c1 (stereo not drawn) | 30% | ?
Cc1ccc2nc(NS(=O)(=O)c3ccc(Cl)cc3)c(Nc3ccc(C(=O)O)cc3)nc2c1 | 15% | -5%
CCOc1cc(C#N)c(NC(=O)c2ccc(OC)c(S(=O)(=O)N3CCN(c4ccccc4)CC3)c2)cc1OCC | 7% | -14%
Cc1ccc(NC(=O)Cn2c(=O)n(Cc3ccc4c(c3)OCO4)c(=O)c3ccccc32)cc1 | -20% | 6%
O=c1c2oc3ccccc3c2n(Cc2cccc(C(F)(F)F)c2)c(=O)n1Cc1ccc2c(c1)OCO2 | -3% | 12%
COc1cc(/C=C(\C#N)c2nc3ccc(C)cc3[nH]2)ccc1OC(C)C | 33% | -9%
Cc1ccc(C)c(NC(=O)Cn2cc(C(=O)c3cccs3)c3ccccc32)c1 | 23% | -11%
Cc1c(-c2nsc(NC(=O)c3cccs3)n2)nnn1-c1ccc(Br)cc1 | 27% | -3%
CN(C)S(=O)(=O)c1ccc2c(c1)nnn2CCNC(=O)Nc1ccc(Cl)cc1 | 32% | -9%
Cc1cccc(C)c1NC(=O)Nc1csc2c1CCCC2 | -18% | 5%
COCCNC(=O)CN1C(=O)c2cccnc2Sc2ccccc21 | 18% | -12%
CCOCCCNC(=O)c1ccc2c(c1)NC(=O)C(CS(=O)(=O)Cc1ccc(F)cc1Cl)N2 (stereo not drawn) | 10% | -14%
CC(C)(C)OC(=O)N1CCC(c2c(C(=O)NCc3ccco3)cnn2-c2ccccc2)CC1 | ? | 1%
COc1ccc(C(=O)NCCc2sc(-c3ccc(F)cc3)nc2C)cc1OC | 27% | -11%
COc1cccc(CNC(=O)C2CCCN(c3nn4cc(-c5ccc(C)cc5)nc4s3)C2)c1 (stereo not drawn) | 20% | -9%
COc1ccccc1CNC(=O)C1CCN(Cc2nc(-c3ccc(OC)c(OC)c3)oc2C)CC1 | 25% | -19%
O=C(Nc1ccc(Br)cc1F)c1ccc2nc(CCc3ccccc3)oc2c1 | 4% | -11%
Cc1cc2[nH]c(=O)c(=O)[nH]c2cc1S(=O)(=O)Nc1cccc(C(F)(F)F)c1 | -24% | 0%
O=c1c2ccccc2n2c(-c3ccc(F)c(F)c3)nnc2n1CCc1ccccc1 | -14% | -15%
COc1ccc(/C=C(\NC(=O)c2ccccc2)C(=O)NC2CCCCC2)cc1 | 4% | -10%
COc1ccc2c(c1)CC(C(=O)Nc1cc(Cl)ccc1C)CO2 (stereo not drawn) | 2% | -27%
COc1ccc(-c2nnc(SCC(=O)Nc3ccc(F)cc3)s2)cc1 | -4% | -17%
CC(C)(C)c1ccc(C(=O)NCC(c2ccco2)S(=O)(=O)c2ccccc2)cc1 (stereo not drawn) | 40% | -2%
COc1ccc(Cn2c(SCc3ccc(C(=O)NC4CCCC4)cc3)nc3cccnc32)cc1 | 16% | -11%
Cc1nc2cccnc2n1-c1cccc(C(=O)NCCc2ccc(Cl)cc2)c1 | ? | -1%
O=C(COCc1cc(-c2cccs2)on1)Nc1ccc(OC(F)(F)F)cc1 | -10% | -1%
COc1cccc(CSc2nc3n(n2)C(c2ccc(C(=O)O)cc2)C(C(=O)Nc2ccccc2)=C(C)N3)c1 (stereo not drawn) | -8% | -13%
CCCN1C(=O)C(Cc2nc3ccccc3c(=O)n2-c2cccc(C)c2)c2ccccc21 (stereo not drawn) | 37% | -10%
Cc1ccc(C(=O)Nc2c(C)nc3ccccn3c2=O)cc1C | 8% | -7%
Cc1ccc(CSc2ncc(Cl)c(C(=O)Oc3ccc(F)cc3)n2)cc1 | -12% | -12%
N#Cc1ccccc1NC(=O)C(=O)NCC(c1cccnc1)N1CCc2ccccc21 (stereo not drawn) | 10% | -7%
Cc1ccc(NC(=O)Nc2nnc(N3CCCC3)s2)cc1 | -26% | 1%
Cc1cccc(NC(=O)Cn2c(=O)n(CCc3ccccc3)c(=O)c3sc4ccccc4c32)c1 | 5% | -3%
CC(=O)Nc1ccc(NC(=O)c2oc3c(c2C)-c2nn(Cc4ccccc4Cl)cc2CC3)cc1 | ? | -9%
Cc1nc(CC(=O)Nc2cc(Cl)ccc2C)cs1 | 11% | 2%
Cc1ccc(Cn2c(CN3CCC(C(=O)NCCc4ccccc4)CC3)cc3ccccc32)cc1 | -15% | 2%
O=C(Cn1ccn(-c2ccc(F)cc2)c(=O)c1=O)Nc1ccc(F)cc1 | -10% | -1%
CCCNC(=O)c1ccccc1NC(=O)c1nsc2ccccc12 | 6% | -13%
Later entries
SMILES | FUS suppressor | Abeta yeast res
Cc1ccc(C2C=C(c3ccc(F)cc3)Nc3nc(CCCO)nn32)cc1 (stereo not drawn) | 9% | -3%
COc1ccccc1N1CCN(C(=O)CCc2c(C)nn(-c3ccc(N4CCCC4)nn3)c2C)CC1 | 8% | 0%
CCc1nn(CC(=O)Nc2c(C)cc(C)cc2C)c(=O)c2cc3sccc3n12 | -19% | -16%
CCC1CN(C(=O)N2CCC(C(=O)NCCN(CC)CC)CC2)c2cc(C)ccc2O1 (stereo not drawn) | -2% | -17%
COc1ccc(N2CCN(C(=O)C3CCN(S(=O)(=O)c4cn(C)cn4)CC3)CC2)cc1 | -1% | -14%
O=C(CCS(=O)(=O)c1cc(Br)cc2c1N(C(=O)C1CC1)CC2)NCc1ccc(Cl)cc1 | 28µM* | -14%
Cc1ccc(S(=O)(=O)c2c(O)cc(C)c(NS(=O)(=O)c3ccc(Cl)cc3)c2C)cc1 | -4% | 4%
COc1ccc(Cn2c(C(=O)O)c(CNCC(C)c3ccccc3)c3ccc(OC)cc32)cc1 (stereo not drawn) | 21% | 11%
O=C(COc1ccccc1)NCC(c1cccs1)S(=O)(=O)c1ccc(Cl)cc1 (stereo not drawn) | 24% | -30%
CCn1cc2nc(SCc3cccc(C(F)(F)F)c3)n(Cc3ccc(C)cc3)c(=O)c2n1 | 38% | -11%
CCCc1nn2c(=O)cc(COC(=O)CNC(=O)COc3ccc(C)cc3)nc2s1 | 6% | -15%
CCC1CN(C(=O)Nc2cc(C)cc(C)c2)c2ccccc2O1 (stereo not drawn) | 28% | -15%
Cc1ccccc1OCc1nnc(SCc2cc(=O)c3ccccc3[nH]2)n1C | ? | -18%
Cc1ccc2c(c1)c1c(c(=O)n(-c3ccccc3)c(=O)n1Cc1ccccc1C)n2C | 0% | -5%
COc1cc(CN2CCN(S(=O)(=O)c3ccccc3)CC2)cc(OC)c1O | 13% | -1%
O=C(CCC(=O)N1CC2CCCN2c2ccccc21)NCc1cccc(Cl)c1 (stereo not drawn) | ? | -4%
COc1ccc(-c2nc(C(=O)Nc3ccc(C(C)=O)cc3)nn2-c2cccc(Cl)c2)cc1 | ? | -22%
Cc1oc2ncn(C)c(=O)c2c1C(=O)N1CCN(c2ccc(Cl)cc2)CC1 | 9% | 5%

Structures shown so far containing a tert-butyl group:
SMILES | FUS suppressor | Abeta yeast res
CC(C)(C)OC(=O)N1CCC(c2c(C(=O)N3CCOCC3)cnn2-c2ccccc2Cl)CC1 | -7% | 19%
CC(C)(C)OC(=O)N1CCC(c2c(C(=O)NCc3ccco3)cnn2-c2ccccc2)CC1 | ? | 1%
CC(C)(C)c1ccc(C(=O)NCC(c2ccco2)S(=O)(=O)c2ccccc2)cc1 (stereo not drawn) | 40% | -2%
